ERK EGF block – qHTS Assay for Inhibitors of the ERK Signaling Pathway using a Homogeneous Screening Assay; Stimulation with EGF. HEK293-V1b, EGF-stimulated phospho-ERK AlphaScreen. 130,000 compounds, 0.41% hits. Potency, µM (series often up to 11.5 µM), without a hit: at the highest dose activity change, negative = inhibition, hits mostly inhibitors; active means well fitted inhibition curve with a large enough effect; inconclusive means small, poorly fitted or top-dose-only effect, or effect the other way;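 further: plate controls were stimulated vehicle wells for no effect and unstimulated vehicle basal for full effect; nearly all actives have a fitted effect of over 55% in size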
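Homogeneous cell-based phospho-ERK assay: HEK293/V1b cells in 1% FBS, compound 30 min then EGF 5 min, AlphaScreen luminescence. Activity normalized between DMSO and 25 nM EGF controls; AC50 from Hill modelling.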
* hit, by the source's call; u = inconclusive; [ ] = dose if it differs, or a comment. Potency means the concentration at half of the fitted maximal effect.

| molecule | ERK EGF block |
| --- | --- |
| CC12CN(C(=S)Nc3ccccc3)CC(C)(CN(C(=S)Nc3ccccc3)C1)C2=O | -3% |
| CCOC(=O)CSc1nnc(Cn2nnc3ccccc32)n1-c1ccc(F)cc1 | 14%[57.5 µM] |
| O=C(Nc1ccc(Cl)cn1)c1ccc([N+](=O)[O-])o1 | -2% |
| Cc1ccc(S(=O)(=O)N(C)C)cc1NC(=O)Nc1ccccc1 | -12%[57.5 µM] |
| COC(=O)C(=C/C(C)=C/c1cccnc1)C(=O)OC | -2% |
| O=C(O)[C@H]1CN(C/C=C/P(=O)(O)O)CCN1 | -4% |
| Nc1cc(-c2nc3ncccc3o2)ccc1Cl | -2% |
| CCOc1ccc(NS(=O)(=O)c2cc(C)c(C)cc2C)cc1 | -1%[57.5 µM] |
| CN1CCc2cc(O)c(O)cc2C(c2ccccc2)C1 (stereo not drawn) | 3% |
| Cc1ccc(-c2c[n+](CC(=O)Nc3ccccc3C)c3n2CCC3)cc1 | 9%[57.5 µM] |
| Cc1cccc(N2CCN(Cc3nc(C4CC4)no3)CC2)n1 | 2%[57.5 µM] |
| Cc1ccc(C(=O)Cn2nc(C)c([N+](=O)[O-])c2C)c(C)c1 | -1% |
| O=C(Nc1ccccc1)OC1CCC2CC1CCC2OC(=O)Nc1ccccc1 (stereo not drawn) | -9% |
| Cc1cc(C)c(S(=O)(=O)N2CCCOC2CNC(=O)C(=O)NCc2cccnc2)c(C)c1 (stereo not drawn) | 15% |
| O=C(C1CCCCC1)N1CCN(c2ccnc3cc(Cl)ccc23)CC1 | u |
| NS(=O)(=O)c1ccc(CCN=C(NS(=O)(=O)c2cccs2)c2ccccc2)cc1 | -4% |
| Cn1c(=O)c2c(nc(CN3CCc4ccccc4C3)n2Cc2ccccc2)n(C)c1=O | 0% |
| CSc1ncnc2c1cnn2-c1ccc(C)cc1C | -4% |
| CC1CC(C)CN(C(=O)C(NS(=O)(=O)c2ccc(Br)s2)c2ccccc2)C1 (stereo not drawn) | 9% |
| CC(=O)N1CCC2(CCCN(C(=O)Nc3cccc(F)c3)C2)CC1 | -6% |
| C/C(=N\NC(=O)c1ccc(Cl)c(Cl)c1)c1ccc(Br)s1 | 9% |
| Cc1nc(N[C@@H](Cc2c[nH]c3ccccc23)C(=O)O)c2oc3ccccc3c2n1 | 0%[57.5 µM] |
| O=C(Nc1ccccc1)Nc1cccc(C(F)(F)F)c1 | 9% |
| CCN(CC)C(=O)CC(c1ccc(F)cc1)c1ccc(OC(C)C)cc1 (stereo not drawn) | -4% |
| [NH-]c1ncnc2c1N=C[N+]2=CC=CCO | -1%[57.5 µM] |
| COc1cccc(C(=O)NCCn2ccc3ccccc32)c1 | -10% |
| CCSc1nnc(NC(=O)CSc2nc3c(c(=O)n2CCOC)SC(C)C3)s1 (stereo not drawn) | -6%[57.5 µM] |
| CCOc1ccccc1NC(=O)NCc1ccccc1F | -5% |
| O=C(Nc1ccccc1)/C(=C/c1ccccc1)NC(=O)c1ccco1 | -2% |
| O=[N+]([O-])c1cc(CN2CCN(c3cccc(C(F)(F)F)c3)CC2)c2cccnc2c1O | 0% |
| CCCCc1ccc(NC(=O)c2ccc(N(C)S(C)(=O)=O)cc2)cc1 | -9%[57.5 µM] |
| c1ccc2c(-c3nnc4n3CCCCC4)cc(-c3ccncc3)nc2c1 | 0% |
| Cc1cc(C)c(C#N)c(Sc2ccc(N)cc2)n1 | 8% |
| O=C(c1ccc(S(=O)(=O)c2ccccc2Cl)c([N+](=O)[O-])c1)N1CCN(Cc2ccccc2)CC1 | 10% |
| Cc1ccc(-c2ccc(/C=C3/NC(=O)NC3=O)o2)cc1[N+](=O)[O-] | 0% |
| O=C(Nc1cccc(Cl)c1)Nc1cccc(C(=O)O)c1 | -6%[57.5 µM] |
| NC(=O)Nc1n[nH]c(-c2ccccc2)n1 | 11%[57.5 µM] |
| N#C/C(=C/c1ccc(N2CCOCC2)o1)C(=O)NC1CCCCC1 | -9% |
| CCN(CC)CCN(CC(=O)N(C1CCCCC1)C1CCCCC1)C(=O)c1cccnc1 | -7% |
| CCOc1cc(/C=C(/C#N)c2ccc(Cl)cc2)cc(Cl)c1OCC(=O)O | 7% |
| COc1ccc(CCNC(=O)c2ccc(CN3CCC(Cc4ccccc4)CC3)cc2)cc1OC | 1% |
| CC(C)NS(=O)(=O)c1ccc(NC(=O)Cc2cccs2)cc1 | -1% |
| Cc1ccc(OCCCCn2ccnc2)c([N+](=O)[O-])c1 | 1% |
| COc1cccc(OC)c1C(=O)Nc1cc(C)nn1-c1nc2ccccc2[nH]1 | u |
| COc1cccc(N2CC(O)=C(c3nc4ccccc4s3)C2=N)c1 | 2% |
| O=c1cc(CSCc2ccc(Cl)cc2)[nH]c(=O)[nH]1 | 25%[57.5 µM] |
| CN(/N=C/Cc1nnnn1-c1ccc(Cl)cc1)c1ccccc1 | 6%[57.5 µM] |
| COc1ccc(C(c2c(C)[nH]n(-c3ccccc3)c2=O)c2c(C)[nH]n(-c3ccccc3)c2=O)cc1OC | -3% |
| C[C@H](N=C(NC#N)Nc1ccncc1)C(C)(C)C | -7% |
| COc1ccc(-c2nnn(CC(=O)N(CCCO)C(C(=O)NC3CCCC3)c3ccncc3)n2)cc1 (stereo not drawn) | 4% |
| COc1ccc(-c2ccc(SCc3cccnc3)nn2)cc1OC | 1% |
| O=C1CC(/C=C/c2ccncc2)=Nc2ccccc2N1 | 4% |
| O=C(Nc1ccc2cn[nH]c2c1)c1ccc(Cl)c(S(=O)(=O)N2CCOCC2)c1 | 0% |
| Nc1c(Cl)cnc(C(Cl)(Cl)Cl)c1Cl | -4% |
| Cc1ccc(CNC(=O)CCCC(=O)Nc2cc(C)on2)cc1 | -7% |
| CCOC(=O)Cn1c(=O)oc2cc(S(=O)(=O)N(C)c3cccc(C)c3)ccc21 | -18%[57.5 µM] |

(further entries)
| molecule | ERK EGF block |
| --- | --- |
| COc1ccc(NC(=O)COc2nc3ccccc3nc2N2CCOCC2)c(OC)c1 | -5% |
| O=C1N/C(=C/c2ccc(N3CCOCC3)o2)C(=O)N1c1cccc(Cl)c1 | u |
| CCOC(=O)c1cn(CC(=O)Nc2cccc(Cl)c2)nn1 | -1% |
| CC(NC(=O)CC1SC(N)=NC1=O)c1ccccc1 (stereo not drawn) | -9% |
| O=C(NC1Cc2ccccc2C1)c1cc(COc2ccc(F)cc2Cl)on1 | -14% |
| Cc1nn(-c2ccccc2)c(C)c1CN | -5% |
| CCOC(=O)N1CCN(CCC(=O)Nc2cc(C)ccc2OC)CC1 | 13% |
| COC(=O)C1C(=O)C=C(Nc2ccc(F)cc2)CC1c1ccc(OC)cc1 (stereo not drawn) | 0% |
| C/C(=N/NC(=O)CNC(=O)c1ccccc1)c1ccc(C)cc1 | -6% |
| O=C1CSC(c2ccc(F)cc2)N1c1nc2ccccc2s1 (stereo not drawn) | 0% |
| COc1cccc([C@@H]2Oc3ccc(Br)cc3C(=O)[C@H]2OC(=O)NCc2ccco2)c1 | 9% |
| CCc1ccc(NC(=S)NCC2CCCN2CC)cc1 (stereo not drawn) | -7% |
| CCOc1ccc(-c2cc(C(=O)NN)[nH]n2)cc1 | -11% |
| CCn1cc(C(=O)NCC(C)C)c(=O)c2cc(F)c(N3CCN(C)CC3)cc21 | 7%[57.5 µM] |
| COC(=O)C(C(=O)OC)c1ccc(NC(=O)c2cccc(Cl)c2)cc1 | -10% |
| CCOC(=O)C1(CC)NC(c2cccc(F)c2)C2C(=O)N(CC)C(=O)C21 (stereo not drawn) | -2% |
| COc1ccc(CC(=O)NNc2ncnc3c2cnn3C)cc1OC | -1% |
| O=C1CC(c2ccccc2)CC(O)=C1C=Nc1ccc(O)cc1 (stereo not drawn) | -10% |
| C=CCn1c(Oc2cccc(C)c2)nc2c1c(=O)n(C)c(=O)n2C | 8% |
| C/C=C(/C)C(=O)Nc1cccc(C2=NOC3(C2)C[C@@H](C(N)=O)N(C(=O)C2(C)CC2)C3)c1 (stereo partly drawn) | -8%[57.5 µM] |
| O=C(COC(=O)/C=C/c1cccc([N+](=O)[O-])c1)NCC1CCCO1 (stereo not drawn) | 7% |
| CCn1c(NC(=O)C(C)C)c(-c2cccs2)c(=O)c2ccccc21 | -2%[57.5 µM] |
| O=C(O)CC(SCC(=O)Nc1ccccc1)C(=O)O (stereo not drawn) | 6% |
| CN(C)N1C(=O)CC(NNC(=O)c2ccncc2)C1=O (stereo not drawn) | -5% |
| CCOC(=O)c1sc2nc(SCC(=O)NCc3ccco3)n(Cc3ccccc3)c(=O)c2c1C | 2% |
| O=C(C1=NN[C@@H]2C(=O)N(c3ccccc3C(F)(F)F)C(=O)[C@H]12)c1cnccn1 | -3%[57.5 µM] |
| Cc1cccc(N2CCN(C(c3ccc(N(C)C)cc3)c3nnnn3C(C)(C)C)CC2)c1C (stereo not drawn) | 0% |
| COC(=O)c1sccc1NC(=O)c1cc(OC)cc(OC)c1 | 15% |
| COc1cccc(C(=O)OCC(=O)NC(=O)NC2CCCC2)c1O | 1% |
| Cc1ccc(NC(=O)CN2C(=O)CN(C)C2=O)cc1S(=O)(=O)N1CCCCC1 | 2% |
| CC1CCCCC1NC(=O)CO/N=C/c1ccccc1OC(F)F (stereo not drawn) | 4% |
| O=C(O)CCCC(=O)Nc1ccccc1C(=O)N1CCOCC1 | -10% |
| COC(=O)C1=C(C)NC(C)=C(C(=O)OC)C1C1CC=CCC1 (stereo not drawn) | 9% |
| COc1ccc(-c2ccc([C@H]3[C@@H]4C=CCC[C@@]4(C)C(=O)N3Cc3ccccc3)c(F)c2)cc1 | 2%[57.5 µM] |
| COc1ccc(C(=O)N2CCC[C@@]3(CCN(C(=O)Nc4cccc(C#N)c4)C3)C2)cc1 | -9% |
| O=C(CO/N=C/c1cccc([N+](=O)[O-])c1)NC1CCCCC1 | 9% |
| CCn1c(COc2ccccc2)nnc1SCC(=O)NCc1ccco1 | 7% |
| CCCCC(=O)Nc1cc(Cl)ccc1C(=O)O | -3% |
| C/C(=N\NC(=O)COc1ccccc1-c1ccccc1)c1ccccn1 | 6% |
| CNC(=S)Nc1cccc(C(=O)O)c1 | -4% |

Molecules listed so far that have a thiophene ring, fused or not, in the order listed:
| molecule | ERK EGF block |
| --- | --- |
| NS(=O)(=O)c1ccc(CCN=C(NS(=O)(=O)c2cccs2)c2ccccc2)cc1 | -4% |
| CC1CC(C)CN(C(=O)C(NS(=O)(=O)c2ccc(Br)s2)c2ccccc2)C1 (stereo not drawn) | 9% |
| C/C(=N\NC(=O)c1ccc(Cl)c(Cl)c1)c1ccc(Br)s1 | 9% |
| CC(C)NS(=O)(=O)c1ccc(NC(=O)Cc2cccs2)cc1 | -1% |
| CCn1c(NC(=O)C(C)C)c(-c2cccs2)c(=O)c2ccccc21 | -2%[57.5 µM] |
| CCOC(=O)c1sc2nc(SCC(=O)NCc3ccco3)n(Cc3ccccc3)c(=O)c2c1C | 2% |
| COC(=O)c1sccc1NC(=O)c1cc(OC)cc(OC)c1 | 15% |

(more compounds)
| molecule | ERK EGF block |
| --- | --- |
| Cc1nn(C(C)C(=O)NC2C(=O)N3C(C(=O)O)=C(CSc4nnnn4C)CSC23)cc1Cl (stereo not drawn) | -2% |
| CCOC(=O)c1cccc(S(=O)(=O)N2CCOCC2)c1 | -13%[57.5 µM] |
| O=C1NN(c2ccc(F)cc2)C(=O)/C1=C\c1cnn(-c2ccccc2)c1 | -5% |
| Cc1ccc(OCCOCCN2CCCCC2)c([N+](=O)[O-])c1 | -11% |
| Nc1ncc(-n2cncn2)c(-c2ccccc2)n1 | 8% |
| CCOc1ccc(NC(=S)NCCCn2ccnc2)cc1 | -5% |
| O=C(O)CCN1C(=O)/C(=C\c2cccc(OCC(=O)Nc3ccc(Cl)cc3)c2)SC1=S | -5%[57.5 µM] |
| NS(=O)(=O)c1ccc(-n2cccc2C=O)cc1 | 2% |
| CCOc1ccc(NC(=O)CSc2nnc(Cn3cnc([N+](=O)[O-])n3)n2CC)cc1 | 23% |
| O=C(O)/C=C\c1ccccc1Oc1cccc(Cl)c1 | -3% |
| COc1ccc(-c2nc3cnc(Nc4cccc(OC)c4)nc3n(CCC#N)c2=O)cc1 | 13% |
| CN(Cc1ccccn1)C(=O)CC1C(=O)NCCN1Cc1cccc(Oc2ccccc2)c1 (stereo not drawn) | -12% |
| COc1cccc(C(=O)O/N=C(\C)c2cnccn2)c1 | 1% |
| CC1Cc2ccccc2N1C(=O)CSc1nnc(-c2ccc(S(=O)(=O)N3CCCC3)cc2)n1C (stereo not drawn) | 1% |
| CCC(C)c1ccc(NC(=S)NC(C)C2CCCO2)cc1 (stereo not drawn) | -15% |
| CCN(CC)S(=O)(=O)c1cccc(-c2n[nH]c(=S)n2/N=C/c2ccc(OC(F)F)cc2)c1 | -2% |
| COc1cc2ccnc(Cc3cccc(OC)c3OC)c2cc1OC | -2% |
| CC(C)(C)NC(=O)C(c1ccc(F)cc1)N(Cc1cccs1)C(=O)c1ccc(CN2CCOCC2)o1 (stereo not drawn) | -1% |
| O=C(N/N=C/c1ccc(-c2ccc(Cl)c(C(=O)O)c2)o1)c1cc2c(ccc3ccccc32)o1 | 17%[57.5 µM] |
| COc1cccc(CNc2cnc3ccccc3c2)c1O | -5% |
| CCOC(=O)N/N=C/c1ccc(F)cc1F | 1% |
| Cc1[nH]nc2c1C(c1cc(Br)cs1)C(C#N)=C(N)O2 (stereo not drawn) | -5% |
| COc1ccc(S(=O)(=O)N2CCCCC2)cc1NC(=O)Cc1c[nH]c2ccccc12 | 8% |
| Cc1nn(-c2ccccc2)c(C)c1/C=C/C(=O)OCC(=O)Nc1ncc(Cl)cc1Cl | -4% |
| CC1(C)CC(=O)C(C=Nc2cc(C(=O)c3ccccc3)ccc2N)=C(O)C1 | 1% |
| O=[N+]([O-])c1cc(C(F)(F)F)ccc1N1CCCC(O)C1 (stereo not drawn) | -4% |
| O=C(Cc1ccccc1)NC(c1ccco1)c1c(O)ccc2ccccc12 (stereo not drawn) | 10% |

Screening data as filed in PubChem.

The list is partial (hit frequency here may not be typical).
